RAM inhibit = inhibitors of the yeast RAM network, primary screen, dse1pr::URA3 reporter, 5-FOA selection. 1.8% of 190,000 active. S. cerevisiae dse1pr::URA3 reporter, 5-FOA growth OD615, 2 d; analog-sensitive cbk1-as2 kinase mutant strain. inhibition, % at 50 µM;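 active = inhibition above a set limit, 3 SD over mean compound inhibition, cut at about 8.4% in these data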;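 also: 0% = DMSO-only wells with no growth and 100% = 10 µM 1-NA-PP1 full growth; inhibition rescues growth on 5-FOA so higher OD means more RAM inhibition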
G6PDH CS = L. mesenteroides G6PDH inhibitors, counter-screen for G6PDH-coupled screening assays, biochemical, Leuconostoc mesenteroides enzyme; inhibition, % at 5 µM; 0.12% of 200,000 active; Purified L. mesenteroides G6PDH, diaphorase/resazurin coupled fluorescence, 45 min; glucose-6-phosphate dehydrogenase [Leuconostoc mesenteroides]; AID 1020, 2008
Lmaj promast = Leishmania major promastigote growth inhibition, primary screen; Leishmania major promastigotes, resazurin fluorescence viability; inhibition, % at 10 µM; 9% of 200,000 active;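 also: promastigotes grown with compound for 44 hours at 28 °C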
PMI act = activators of human PMI, primary screen, biochemical, fluorescence intensity, near-Km mannose 6-phosphate. activation factor at 20 µM. Mannose-6-phosphate isomerase (Homo sapiens), P34949. purified human PMI, coupled resazurin fluorescence, 20 min; stronger effect = higher value; 1 = vehicle control, 0 substrate-free wells. 0.005% of 190,000 active;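 active = activation factor of 2 or more at 20 µM, relative to plate controls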
PMI act hi M6P = human PMI activators, high substrate, primary screen, biochemical, fluorescence intensity, near-saturating mannose 6-phosphate | coupled PMI enzyme assay, resazurin fluorescence, 20 min; stronger effect = higher value; 1 = untreated enzyme, 0 = substrate-free blank | 0.34% of 190,000 active | AID 1216, 2008 | activation factor at 20 µM;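 active = activation factor of 2 or more at 20 µM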
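Material: human phosphomannose isomerase with PGI, G6PDH, diaphorase coupling enzymes / Reagent: Man-6-P substrate 1.0 mM / Dosing: single compound dose of 20 µM, 1% DMSO final / Incubation: enzyme reaction with compound 20 min at room temperature / Signal: resorufin fluorescence (Ex 544/Em 590 nm) from resazurin via diaphorase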
Hsp70 act = Hsp70 transcriptional activators, primary screen, cell-based, HeLa, Hsp70 promoter luciferase, luminescence, 10 µM; HeLa Hsp70 promoter luciferase reporter; scaled: vehicle 0, proteasome-inhibitor control 100%; activation, % at 10 µM; 0.04% of 200,000 active; AID 1203, 2008;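 active = activation above the mean across all tested compounds plus 3 SD, cutoff set per campaign, cut at about 5.5% in these data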;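 also: 100% = MG132 at 30 µM as the positive control and 0% = DMSO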
Redox H2O2 prof = compounds producing H2O2 with reducing agent – biochemical, NIH compound library profiling, artefact control for MLSCN library redox annotation, primary screen; DTT-dependent redox cycling H2O2, phenol red/HRP absorbance; 100% = 100 µM peroxide control, 0% = buffer; activation, % at 10 µM; 0.03% of 200,000 active;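 active = activation of at least 50% relative to the plate's high and low controls in the primary single-dose screen; inactive = activation below 50%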;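 also: compound incubated with DTT at 0.8 mM final as the reducing agent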
Diaphorase act = compounds boosting diaphorase resazurin reduction – biochemical, uHTS, resorufin fluorescence, counter-screen for diaphorase-coupled primary assays, primary screen; 0.005% of 190,000 active; Diaphorase/resazurin coupled assay, 16 min; stronger effect = higher value; 1 = vehicle wells, 0 = NADH-free wells; activation factor at 20 µM;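 active = diaphorase activity raised at least twofold by the compound at 20 µM; inactive = activation factor below 2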
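Material: purified diaphorase enzyme from Clostridium kluyveri; Also added: 0.114 mM NADH and 0.1 mM resazurin, final amounts; Doses: single compound dose of 20 µM, 1% DMSO final; Times: 16 min enzyme reaction, ambient temperature; Detection: resorufin fluorescence, excitation 544 nm, emission 590 nm; Measure: increased resorufin signal from activators or reducing compounds.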
TLR4 MyD88 comp = inhibitors of TLR4-MyD88 association in cells, primary screen, cell-based, HeLa CL3-4, BLA complementation, FRET ratio; Toll-like receptor 4 (Homo sapiens) + Myeloid differentiation primary response protein …; HeLa CL3-4 TLR4/MyD88 BLA complementation; 0.18% of 200,000 active; inhibition, % at 8.4 µM; AID 861, 2007; in the data active = inhibition above about 25%;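 also: 0% = vehicle and 100% = reference inhibitor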
Target sequence (O00206 whole entry, looked up): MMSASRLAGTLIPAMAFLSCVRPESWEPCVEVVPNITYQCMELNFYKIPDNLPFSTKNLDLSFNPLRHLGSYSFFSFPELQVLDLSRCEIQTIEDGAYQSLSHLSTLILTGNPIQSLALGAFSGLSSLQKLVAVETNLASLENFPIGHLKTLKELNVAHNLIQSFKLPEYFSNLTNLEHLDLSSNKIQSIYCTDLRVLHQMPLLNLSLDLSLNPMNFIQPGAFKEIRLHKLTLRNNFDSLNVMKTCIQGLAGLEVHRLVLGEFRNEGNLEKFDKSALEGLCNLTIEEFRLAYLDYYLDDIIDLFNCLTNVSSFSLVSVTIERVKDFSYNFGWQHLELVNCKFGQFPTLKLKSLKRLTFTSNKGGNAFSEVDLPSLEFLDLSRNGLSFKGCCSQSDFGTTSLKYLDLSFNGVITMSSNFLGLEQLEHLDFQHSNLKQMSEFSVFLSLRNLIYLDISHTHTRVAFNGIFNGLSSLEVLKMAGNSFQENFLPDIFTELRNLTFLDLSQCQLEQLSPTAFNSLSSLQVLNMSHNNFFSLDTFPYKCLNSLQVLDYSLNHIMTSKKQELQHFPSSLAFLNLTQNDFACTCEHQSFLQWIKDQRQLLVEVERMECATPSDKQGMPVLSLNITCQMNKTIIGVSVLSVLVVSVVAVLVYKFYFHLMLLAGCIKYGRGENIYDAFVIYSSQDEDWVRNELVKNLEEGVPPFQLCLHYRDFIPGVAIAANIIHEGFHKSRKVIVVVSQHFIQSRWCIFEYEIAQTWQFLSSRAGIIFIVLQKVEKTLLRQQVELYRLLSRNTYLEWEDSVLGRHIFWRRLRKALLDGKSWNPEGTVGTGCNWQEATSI
Target sequence (Q99836 whole entry, looked up): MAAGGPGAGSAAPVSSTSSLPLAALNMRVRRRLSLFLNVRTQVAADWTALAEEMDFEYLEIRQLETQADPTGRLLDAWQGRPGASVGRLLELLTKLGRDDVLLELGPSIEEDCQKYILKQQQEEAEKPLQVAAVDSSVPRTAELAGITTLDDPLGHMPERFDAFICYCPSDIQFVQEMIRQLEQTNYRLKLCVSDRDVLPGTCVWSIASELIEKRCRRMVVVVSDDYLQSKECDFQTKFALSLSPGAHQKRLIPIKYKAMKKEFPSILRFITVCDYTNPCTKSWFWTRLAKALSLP
Diaphorase inh = diaphorase inhibitors and chemical oxidizers, primary screen, counter-screen for diaphorase-coupled primary assays, biochemical, uHTS, resorufin fluorescence; diaphorase resazurin-to-resorufin fluorescence, NADH, 16 min; bacterial (C. kluyveri) enzyme, not human; inhibition, % at 20 µM; 0.69% of 190,000 active; AID 1217, 2008;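 active = primary screen inhibition at 20 µM above a set limit, cut at about 50% in these data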;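 also: plate controls were DMSO with full reaction for no effect and wells lacking NADH for full effect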
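Assay system – diaphorase enzyme from Clostridium kluyveri · Amount – diaphorase 0.14 U/mL (working solution) · Times – reaction incubation of 16 min at room temperature · Controls – No-NADH positive control and DMSO neutral control · Signal – resorufin fluorescence 544/590 nm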
S1P3 antagonist = S1P3 receptor antagonists, primary screen, cell-based | inhibition, % at 4.98 µM | AID 485, 2006 | CHO S1P3 NFAT-BLA reporter, FRET fluorescence, antagonist mode | Sphingosine 1-phosphate receptor 3 (Homo sapiens), Q99500 | 0.27% of 170,000 active;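 active = inhibition above the plate cutoff, the mean inhibition of test wells on that plate plus 3 SD, cut at about 28% in these data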;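 also: cells challenged with S1P at its EC80 of 0.8 µM; blue over green emission ratio from cleaved BLA substrate after 4 h stimulation; 0% = S1P-stimulated wells and 100% = unstimulated DMSO-only wells; some compounds past the cut are filed as inactive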
Numbers without * were called inactive; / = no result given. Rule as the data show it, unless noted: active = inhibition above about 50%; inactive = the rest.

Start of the listing, in advance, 4 compounds:
SMILES	RAM inhibit	G6PDH CS	Lmaj promast	PMI act	PMI act hi M6P	Hsp70 act	Redox H2O2 prof	Diaphorase act	TLR4 MyD88 comp	Diaphorase inh	S1P3 antagonist
Cc1ccc(CCNC(=O)NC(C)(C)C)cc1	0.7	1.5	-5.8	0.9	0.9	0.2	3.5	0.9	-1.9	8.7	-24.6
Cc1ccc(N=C2SC(C(=O)NCCc3ccccc3)CC(=O)N2C)cc1C (stereo unspecified)	2.3	4.4	-9.8	0.9	0.8	-0.3	-0.3	0.7	7.8	28.7	6.6
CCOc1ccc2[nH]c(=O)c(CN(Cc3ccccc3OC)C(=O)c3ccccc3)cc2c1	3.1	11.9	17.5	1	1.1	0.0	0.1	1	5.9	0.0	/
O=C(CSc1nnc(-c2ccncc2)n1Cc1ccco1)OC1CCCCC1	0.8	10.9	81.3*	1	1.1	-0.3	-0.6	1.1	-10.2	-5.1	/

All compounds of this part (from the top)
SMILES	RAM inhibit	G6PDH CS	Lmaj promast	PMI act	PMI act hi M6P	Hsp70 act	Redox H2O2 prof	Diaphorase act	TLR4 MyD88 comp	Diaphorase inh	S1P3 antagonist
Cc1ccc(CCNC(=O)NC(C)(C)C)cc1	0.7	1.5	-5.8	0.9	0.9	0.2	3.5	0.9	-1.9	8.7	-24.6
Cc1ccc(N=C2SC(C(=O)NCCc3ccccc3)CC(=O)N2C)cc1C (stereo unspecified)	2.3	4.4	-9.8	0.9	0.8	-0.3	-0.3	0.7	7.8	28.7	6.6
CCOc1ccc2[nH]c(=O)c(CN(Cc3ccccc3OC)C(=O)c3ccccc3)cc2c1	3.1	11.9	17.5	1	1.1	0.0	0.1	1	5.9	0.0	/
O=C(CSc1nnc(-c2ccncc2)n1Cc1ccco1)OC1CCCCC1	0.8	10.9	81.3*	1	1.1	-0.3	-0.6	1.1	-10.2	-5.1	/
CN1CCN(C(=S)c2cn(Cc3ccc(Br)cc3)c3ccccc23)CC1	-1.1	-0.6	52.5*	0.9	1	-0.2	-0.8	0.9	-0.5	11.2	4.0
NC(=O)C1(N2CCCCC2)CCN(c2ccc3nnc(-c4ccccc4)n3n2)CC1	0.0	13.4	-5.7	1.1	1.1	-0.4	-1.0	0.9	-15.2	8.4	11.8
O=C(/C=C/c1cc([N+](=O)[O-])ccc1OC(F)F)Nc1ccc(OC(F)F)cc1	1.6	0.1	-2.6	1	1	0.0	-1.1	1	11.4	2.8	6.5
COCCNC(=O)CSc1c2c(nc3ccc(Cl)cc13)CCCC2	-0.2	-5.1	14.6	0.9	0.9	-0.1	2.6	0.9	-7.2	13.2	6.6
O=C(Nc1nnc(SCc2ccc(Cl)cc2)s1)C1CCCO1 (stereo unspecified)	-0.3	-4.5	10.4	1	1	0.2	0.8	1	-6.5	4.8	/
Cc1cc(C)nc(N2CCC(C(=O)NCc3ccccc3)CC2)n1	0.9	9.9	-6.1	1	1	-0.3	0.4	0.9	7.2	8.3	/
Cc1cccc(N2CCN(C(=O)CC(NC(=O)c3ccccc3Cl)c3ccccc3)CC2)c1C (stereo unspecified)	7.1	0.8	95.0*	0.9	0.9	-0.1	0.7	0.8	-13.3	19.8	-4.4
CCOC(=O)c1sc(=S)n(Cc2ccccc2)c1N	-1.1	-0.4	7.3	0.9	0.9	-0.2	1.5	0.8	8.5	22.7	19.8
Clc1ccc(-c2noc(CCCc3ccccc3)n2)cc1	2.0	-1.7	-6.4	1.1	1.1	-0.2	0.2	1	-13.7	1.2	/
Cc1oc(C(C)(C)C)cc1C(=O)Nc1ccc(C(=O)O)cc1	-1.8	1.3	-5.3	1	1	0.0	-3.0	0.9	0.3	14.8	-30.6
COc1ccc(C(=O)CCN2CCc3cc(OC)c(OC)cc3C2)cc1	1.1	-3.7	67.4*	0.9	0.9	-0.3	0.2	1.1	2.3	-10.7	-26.8
CCN(c1ccccc1)S(=O)(=O)c1ccc(C(=O)OC(C)C(=O)NCCC2=CCCCC2)cc1 (stereo unspecified)	9.0*	11.4	95.7*	0.9	0.9	-0.3	-0.6	0.8	1.6	21.7	-8.4
CC1CC(C)CN(C(=O)c2cc3cc(Br)cc(Br)c3o2)C1 (stereo unspecified)	6.4	3.6	89.6*	1	0.9	0.1	-0.3	0.9	0.5	14.9	-16.5
COc1ccc(N(CC(=O)N/N=C/c2ccc(-c3ccc([N+](=O)[O-])cc3)o2)S(=O)(=O)c2ccc(C)cc2)cc1	6.2	13.9	20.5	1	1.1	0.1	0.7	0.9	4.8	11.5	-5.6
COC(=O)c1ccc(C2C(C(=O)OCC(C)C)=C(C)N=C3SCCC(=O)N32)cc1 (stereo unspecified)	1.5	9.7	46.3	0.8	0.8	-0.4	-0.4	0.7	-10.6	26.1	-41.5
Oc1ccc2ccccc2c1/C=N/c1nc2c(s1)CCCC2	5.7	39.5	-3.9	0.5	0.5	-0.5	0.0	0.5	4.1	46.2	/
O=C(CN(C(=O)c1csnn1)c1cccc2c1CCCC2)NC1CCCC1	1.0	9.1	4.6	/	/	0.0	-0.5	/	13.2	/	-21.2
O=C(c1ccco1)N1CCN(C2CC(=O)N(c3ccccc3)C2=O)CC1 (stereo unspecified)	1.0	3.5	-3.6	1	1	0.1	0.1	1	2.8	2.2	/
CCOC(=O)c1[nH]c(CSc2nnnn2-c2ccccc2C)c(C(=O)OCC)c1C	8.3	6.3	4.8	0.9	1	-0.2	-0.9	0.8	0.1	23.6	9.6
CC(=O)N(C)c1ccc(NC(=O)Nc2ccccc2C)cc1	-0.2	2.4	-3.0	1	0.9	0.1	-0.6	0.9	-25.4	8.1	-6.6
N#Cc1c(NCCN)nc(-c2ccccc2)c2c1CCCC2	0.8	6.7	84.5*	1	1	-0.5	0.2	1	0.8	-0.7	/
O=C(Nc1cc([N+](=O)[O-])ccc1Cl)C1CC1	1.3	5.1	-5.7	1	1	0.0	-0.5	1	-5.2	0.3	-0.6
COc1ccc(OC(=O)c2ccncc2)cc1	1.0	7.8	-6.0	1	0.9	-0.3	1.2	0.9	4.2	12.0	8.4
CC(C)CC(=O)N=Nc1c(O)[nH]c2ccccc12	0.8	-1.0	-1.2	1	1	-0.3	-1.0	1	-7.2	3.1	-10.2
COc1cc(NC(=O)c2cc(C(C)C)on2)c(OC)cc1Cl	5.8	-1.2	7.3	0.9	1	0.3	0.2	1	1.5	4.6	/
O=C(COc1nc2ccccc2nc1N1CCOCC1)Nc1ccc(S(=O)(=O)N2CCCC2)cc1	1.6	20.7	66.7*	1.1	1.1	-0.2	-0.9	1	-8.3	-2.4	-3.2
O=C(NNc1ccc([N+](=O)[O-])cc1)C1C2CCCCC21 (stereo unspecified)	3.0	7.7	-7.2	1	1	-0.1	0.2	0.9	2.4	14.3	-0.4
CC(=O)Nc1cc2c(cc1C(C)=O)OCCO2	1.5	4.4	0.6	0.8	0.8	0.3	0.0	0.8	8.0	16.0	-6.7
CCOC(=O)NC(=S)Nc1ccc(OC)cc1	0.9	-3.0	-3.3	0.9	0.9	-0.3	-0.1	0.9	9.7	14.5	-0.8
CCC1=[N+](C)CCn2c(C)ccc21	3.9	-0.5	-1.9	0.9	0.9	-0.2	0.0	0.8	6.5	16.9	/
Cc1ccc2cc(C#N)c(NCCNC(=O)C3CC3)nc2c1C	2.6	2.3	9.4	1	1	0.2	-0.7	0.9	-15.1	7.2	-30.1
COCCCNC(=O)C1CCN(S(=O)(=O)c2c(C)noc2/C=C\c2ccc(OC)cc2)CC1	2.0	-17.5	3.8	0.8	0.8	0.1	2.4	0.7	10.0	29.8	-6.9
C=CCNC(=S)NNC(=O)c1ccccc1OCC	1.6	10.3	0.1	0.9	0.9	-0.1	2.7	1	0.6	3.3	-9.2
CC1(C)Cc2ccccc2-c2nnc(-c3ccc4ccccc4n3)n21	-0.1	8.0	62.4*	1.1	1.1	-0.5	2.7	1.1	3.4	-13.0	/
CCCCN(C)C(=O)c1nc2ccccn2c1CNC1CCC1	-0.4	9.8	1.5	0.9	0.9	-0.2	-0.2	0.9	5.6	13.7	26.6
O=C(Nc1cccc(-c2nnc(-c3ccccc3)o2)c1)c1ccco1	/	0.8	/	0.9	0.9	/	/	0.8	/	15.2	11.7
COc1ccc(OCCC(=O)OCC(=O)Nc2ccc(Br)cc2)cc1	4.2	-7.8	-3.7	0.9	1	-0.1	-0.1	0.9	-6.5	14.4	1.7
COc1ccc(C(=O)Nc2ccc(Oc3nc(C)nc4sc(-c5ccccc5)cc34)cc2)cc1OC	2.7	-11.6	-6.8	0.8	0.9	-0.3	0.5	0.9	-9.8	5.9	6.6
Cc1ccc(NC(=O)COC(=O)C(NS(=O)(=O)c2ccc(Cl)cc2)C(C)O)cc1 (stereo unspecified)	0.4	-1.1	0.4	1	1	-0.3	-0.8	0.9	-11.4	7.2	-6.7
COCc1cc(C)nc(N2CCc3ccccc32)c1C#N	0.1	5.1	1.8	0.9	1.1	0.0	1.4	1	-3.7	-4.9	18.1
CCCn1c(=O)c2ccccc2n2c(Sc3nnnn3-c3ccccc3)nnc12	4.4	0.9	42.0	0.9	0.9	-0.3	-0.4	0.7	4.4	29.9	-8.7
CCOc1ccc(NC(=S)NNC(=O)CC(C)O)cc1 (stereo unspecified)	0.8	3.2	-1.0	1	1.1	0.3	0.6	0.9	4.3	10.1	-8.6
O=C1c2oc3ccccc3c(=O)c2C(c2cccnc2)N1CCCN1CCOCC1 (stereo unspecified)	1.7	-4.4	-3.0	1	1	0.2	2.0	0.8	-4.2	15.8	-16.1

Screening results as filed in PubChem BioAssay.
